TrxR1 substrate – is turned over as a substrate by rat TrxR1 | Potency, µM (titrated, usually from 114 µM), for inactives: top-dose activity change, negative = substrate turnover | hit rate 0.01% among 390,000 | purified TrxR1 substrate turnover, NADPH consumption readout | O89049; also: potency is read from the fitted curve at half-maximal effect; % is scaled to controls: 0 for no effect and ±100 for the full control effect; nearly all actives have a fitted effect of over 50% in size
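Rat TrxR1, dispensed at 90 nM, was prereduced with 400 uM NADPH (final) for 5 min at ~22 deg C, then incubated with compound 15 min before 400 uM selenite. A first-read NADPH fluorescence drop versus no-compound background flagged substrates.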
PI4K2A inh – inhibitors of human PI4K2A | purified PI4K2A, ADP-Glo luminescence, 1 h; active compounds read low | activity change, negative = inhibition, % at 76.9 µM | hit rate 0.13% among 420,000 | AID 1346378; in the data active = activity change below about -50%; inconclusive = mostly about -30% to -49%;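 also: -100% = wells without enzyme as full effect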
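In this quantitative HTS, ADP production by PI4K2A was quantified luminescently after 1 h at ambient temperature; 100 microM adenosine served as plate-quality control.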
rTrxR1 inhibitor – inhibitors of rat thioredoxin reductase 1. O89049. recombinant rTrxR1, NADPH fluorescence consumption, selenite substrate. Potency, µM (series often up to 114 µM), for the others: top-dose activity change, negative = inhibition, hits mostly inhibitors. hit rate 1% among 390,000. AID 588453; also: potency is read from the fitted curve at half-maximal effect; % is scaled to controls: 0 for no effect and ±100 for the full control effect; nearly all actives have a fitted effect of over 65% in size
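Rat TrxR1 (90 nM in the dispensed reagent) was pre-reduced with 400 uM NADPH for 5 min at room temperature, then incubated with compound for 15 min. After 400 uM selenite was added, NADPH fluorescence (Ex 340/Em 450 nm) was followed for 8 min.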
TRHR PAM – allosteric enhancers of human TRH receptor; TRHR cells, fluo-8 calcium fluorescence, EC20 TRH enhancement; enhancement, % at 2 µM; hit rate 0.66% among 360,000; AID 493056; in the data active = enhancement above about 30%; also: 0% is about no effect
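Enhancer read-out: after compound pinning and an initial kinetic agonist-mode read, an EC20 of TRH (10 nM final) was injected and fluo-8 calcium signal (Ex 480/Em 530) followed at 1 s/cycle for 100 cycles in TRHR-expressing cells.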
mIDH1 inhibitor – human IDH1 R132H inhibition; hit rate 0.093% among 390,000; O75874; IDH1-R132H enzyme, NADPH consumption, diaphorase/resazurin fluorescence; Potency, µM (series often up to 76.6 µM), without a hit: at the top dose activity change, negative = inhibition, hits mostly inhibitors; AID 602179; also: potency is read from the fitted curve at half-maximal effect; % is scaled to controls: 0 for no effect and ±100 for the full control effect; nearly all actives have a fitted effect of over 65% in size
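IDH1-R132H (0.5 ug/mL dispensed) in pH 7.5 Tris buffer was preincubated 30 min with compound, then given a substrate mix of 0.016 mM NADPH and 2 mM alpha-KG for 80 min at room temperature; remaining NADPH was read by diaphorase/resazurin fluorescence.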
D2 antagonist – D2 dopamine receptor (human) antagonism. P14416. HEK293 TREx D2 cells, calcium flux, dopamine EC80. inhibition, % at 10 µM. hit rate 2% among 340,000. AID 485344; in the data active = inhibition above about 30%; also: 0% is about no effect
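Dopamine at EC80 is the agonist stimulus; test compounds precede it by 180 s. Calcium flux read kinetically in a force-coupled, inducible HEK293 T-REx D2 cell line.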
D2 ag – D2 dopamine receptor (human) agonism | P14416 | HEK293 T-REx D2 cells, calcium flux agonist mode | activation, % at 2 µM | hit rate 0.53% among 340,000;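 active = activation over 3 SD above normal in the single-dose calcium agonist read, cut at about 30% in these data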; also: 0% is about no effect
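Agonism scored from kinetic calcium signal (1 read/sec, 180 s) following compound pin transfer, after a 10 s baseline. Cells: HEK293 Trex line expressing inducible D2 receptor coupled to calcium, dye-loaded after overnight culture at 30 C.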
TRHR ag – activates the human TRH receptor | P34981 | TRHR cells, calcium flux fluo-8, FDSS agonist mode | activation, % at 2 µM | hit rate 0.18% among 360,000 | AID 493084; in the data active = activation above about 30%; also: 0% is about no effect
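Fluo-8-loaded TRHR cells; 10 s baseline, compound added, kinetic Ca2+ fluorescence read 1/s, agonist mode.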
USP1-UAF1 inh – inhibitors of human USP1/UAF1 deubiquitinase; Potency, µM (top dose mostly 57.1 µM), without a hit: at the top dose activity change, negative = inhibition, actives largely listed as inhibitors; hit rate 0.23% among 390,000; AID 743255; recombinant USP1/UAF1, Ub-Rhodamine cleavage fluorescence; O94782; also: potency is read from the fitted curve at half-maximal effect; % is scaled to controls: 0 for no effect and ±100 for the full control effect; nearly all actives have a fitted effect of over 60% in size; inactives centre near -12
Target sequence (O94782 whole entry, looked up): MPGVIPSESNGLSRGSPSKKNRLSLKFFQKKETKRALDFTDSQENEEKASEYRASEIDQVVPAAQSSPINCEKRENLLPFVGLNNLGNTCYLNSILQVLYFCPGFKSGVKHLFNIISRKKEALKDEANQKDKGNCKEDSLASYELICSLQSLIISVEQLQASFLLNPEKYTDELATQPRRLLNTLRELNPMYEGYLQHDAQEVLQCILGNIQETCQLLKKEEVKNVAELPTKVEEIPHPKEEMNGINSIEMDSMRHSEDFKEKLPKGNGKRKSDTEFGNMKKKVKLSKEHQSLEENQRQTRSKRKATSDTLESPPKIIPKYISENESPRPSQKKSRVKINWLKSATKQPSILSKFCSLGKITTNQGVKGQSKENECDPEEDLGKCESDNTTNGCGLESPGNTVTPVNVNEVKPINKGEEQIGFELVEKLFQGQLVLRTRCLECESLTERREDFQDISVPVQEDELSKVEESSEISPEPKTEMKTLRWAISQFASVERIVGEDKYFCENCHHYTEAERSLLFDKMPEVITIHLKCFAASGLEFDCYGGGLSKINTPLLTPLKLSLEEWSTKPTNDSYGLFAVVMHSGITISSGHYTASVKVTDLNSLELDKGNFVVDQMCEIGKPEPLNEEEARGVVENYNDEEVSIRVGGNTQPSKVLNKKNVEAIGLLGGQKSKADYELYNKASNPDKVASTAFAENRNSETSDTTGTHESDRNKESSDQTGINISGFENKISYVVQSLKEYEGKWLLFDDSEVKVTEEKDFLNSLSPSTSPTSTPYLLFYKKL
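USP1/UAF1 complex at 1 nM was preincubated with compound for 15 min at room temperature, then Ub-Rho substrate (150nM final) was added. Fluorescence (480/540 nm) was read kinetically, 6 reads every 60 seconds.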
Starred values were filed as active, the others as inactive; ? = inconclusive; · = no result given; [ ] = another dose, or the depositor's remark. Unless noted, calls follow the shape of the dose curve; as a rule, active = well fitted inhibition curve with a large enough effect; inconclusive = small, poorly fitted or top-dose-only effect; inactive = no such curve, though single readings can be large or run the other way.

Screens in order – TrxR1 substrate	PI4K2A inh	rTrxR1 inhibitor	TRHR PAM	mIDH1 inhibitor	D2 antagonist	D2 ag	TRHR ag	USP1-UAF1 inh
O=C(OCC(=O)c1ccc[nH]1)c1ccc(Br)cc1
→ -4%	-5	12%	-2	2%	4	-0.9	3.2	4%
COc1ccc(OC)c(NC(=O)c2cnn(-c3ccccc3)c2C)c1
→ 3%	4	24%	-4	-1%	·	·	-1.2	-25%
Cc1cc2c(cc1C)-n1c(-c3ccccc3)c3c(=O)n(C)c(=O)n(C)c3c1C(c1ccco1)N2 (stereo unspecified)
→ -12%	0	3%	0	5%	·	·	0.4	-18%
CCOC(=O)c1[nH]c(C)c(C(=O)N2CCc3ccccc32)c1C
→ -7%	-2	-5%	-4	7%	-15	0.2	-0.8	1%
O=C(Nc1ccc(OCC(=O)N2CCOCC2)cc1)c1ccccc1Cl
→ 0%	4	-4%	-10	-4%	-9	0.4	-0.6	2%
CC(C)N1CC(C(=O)O)CC1=O (stereo unspecified)
→ 18%	1	24%	8	4%	5	0.6	2.5	?
CCC(CC)C1C(C#N)=C(N)Oc2n[nH]c(-c3ccccc3)c21 (stereo unspecified)
→ -2%	1	10%	2	9%	-3	0.2	1.2	?
O=C(Cn1cnc([N+](=O)[O-])n1)N/N=C/c1cccc2ccccc12
→ -7%	-2	12%[57.1 µM]	-7	2%	-12	0.5	-0.3	-6%
CCOC(=O)CN(c1ccccn1)S(=O)(=O)c1ccc(OC)cc1
→ 38%[activator]	-1	9%	-3	-9%	1	0.7	0.1	-3%
N=C1/C(=C\c2ccc(SCc3ccccc3)o2)C(=O)N=C2SC=NN12
→ -4%	-5	9%	-4	-1%	0	0.1	4.7	-13%
CCCC(=O)Nc1cc2nn(-c3ccc(OC)cc3)nc2cc1C
→ 18%	-4	4%	-2	-11%	·	-0.6	-0.4	-6%
Cc1ccc(C(=O)NC2(O)C(=O)c3ccccc3C2=O)cc1C
→ -3%	?	17%[57.1 µM]	-3	13%	-3	0.5	-0.3	?
O=C(COc1ccc2c(-c3ccccc3)cc(=O)oc2c1)N[C@H](Cc1c[nH]c2ccccc12)C(=O)O
→ 2%	?	10%	3	-10%	17	0.0	0.4	-9%
O=C(c1cccc(S(=O)(=O)N2CCCC2)c1)N1CCOCC1
→ 4%	5	20%	3	-2%	-7	0.1	0.3	-18%
CCC(C(=O)Nc1ccsc1C(=O)OC)c1ccccc1 (stereo unspecified)
→ -6%[57.1 µM]	1	23%[57.1 µM]	0	10%	7	0.1	-1.2	-6%
Cc1ccc(NC(=O)COC(=O)c2ccc(Cl)cc2)cc1S(=O)(=O)N(C)C
→ -8%	2	28%	2	-5%	16	1.2	1.4	-16%
Cc1ccc(NS(=O)(=O)c2ccc(F)cc2)nc1
→ 37%[activator]	-2	12%	1	-7%	-10	1.9	0.4	-11%
O=C(O)c1cc(S(=O)(=O)N2CCOCC2)c[nH]1
→ 0%	1	16%	-2	3%	-24	1.1	0.3	-22%
Cc1ccc(S(=O)(=O)NN2C(=O)/C(=C\c3ccc(Cl)cc3)SC2=S)cc1
→ 2%	-1	17%	0	15%	0	0.2	0.2	-6%
Cc1ccc(C)c(NC(=O)COC(=O)COc2cccc3c2OC(C)(C)C3)c1
→ 3%	-3	18%	12	2%	-5	-0.2	-1.3	-9%

A portion from the list above, as a working copy:
Screens in order – TrxR1 substrate	PI4K2A inh	rTrxR1 inhibitor	TRHR PAM	mIDH1 inhibitor	D2 antagonist	D2 ag	TRHR ag	USP1-UAF1 inh
Cc1cc2c(cc1C)-n1c(-c3ccccc3)c3c(=O)n(C)c(=O)n(C)c3c1C(c1ccco1)N2 (stereo unspecified)
→ -12%	0	3%	0	5%	·	·	0.4	-18%
CCOC(=O)c1[nH]c(C)c(C(=O)N2CCc3ccccc32)c1C
→ -7%	-2	-5%	-4	7%	-15	0.2	-0.8	1%
O=C(Nc1ccc(OCC(=O)N2CCOCC2)cc1)c1ccccc1Cl
→ 0%	4	-4%	-10	-4%	-9	0.4	-0.6	2%
CC(C)N1CC(C(=O)O)CC1=O (stereo unspecified)
→ 18%	1	24%	8	4%	5	0.6	2.5	?
CCC(CC)C1C(C#N)=C(N)Oc2n[nH]c(-c3ccccc3)c21 (stereo unspecified)
→ -2%	1	10%	2	9%	-3	0.2	1.2	?
O=C(Cn1cnc([N+](=O)[O-])n1)N/N=C/c1cccc2ccccc12
→ -7%	-2	12%[57.1 µM]	-7	2%	-12	0.5	-0.3	-6%
CCOC(=O)CN(c1ccccn1)S(=O)(=O)c1ccc(OC)cc1
→ 38%[activator]	-1	9%	-3	-9%	1	0.7	0.1	-3%

More structures follow.
Screens in order – TrxR1 substrate	PI4K2A inh	rTrxR1 inhibitor	TRHR PAM	mIDH1 inhibitor	D2 antagonist	D2 ag	TRHR ag	USP1-UAF1 inh
COc1ccccc1CNc1ccc2nnc(CCNC(=O)c3ccccc3)n2n1
→ -1%	-2	4%	-1	-1%	-13	-1.0	-0.7	-25%
COc1cc(-c2ccc(Nc3ccccc3C(=O)O)c(OC)c2)ccc1Nc1ccccc1C(=O)O
→ -14%	-24	-24%	-3	3%	1	-0.6	0.1	?
O=C(NNC(=O)c1ccc2[nH]c(=O)c(=O)[nH]c2c1)c1cccc(Br)c1
→ 15%	0	26%	0	-9%	-12	-0.7	0.2	-13%
CC(C)(C)OC(=O)[C@H](Cc1ccccc1)NC(=O)c1nc[nH]c1C(=O)NCC(=O)OCc1ccccc1
→ 0%[57.1 µM]	-3	26%	14	4%	-3	1.2	-0.2	-17%
O=C(O/N=C1\CCCc2ccccc21)c1cccs1
→ 5%[57.1 µM]	-6	7%[57.1 µM]	-4	6%	-3	-2.8	-1.0	-32%
COc1ccc(CC(=O)Nc2cc(S(=O)(=O)N3CCOCC3)ccc2N2CCCC2)c(OC)c1
→ 4%	0	29%	·	3%	·	·	·	-10%
CN1C(=O)N(C)C2(c3ccccc3)Nn3c(s/c(=C/c4ccccc4F)c3=O)=NC12c1ccccc1 (stereo unspecified)
→ ·	·	·	2	·	-19	-0.3	0.8	·
COc1ccccc1N1CCN(/N=C/c2ccc(Cl)c([N+](=O)[O-])c2)CC1
→ 4%	-4	22%	-38	5%	16	2.8	0.3	-10%
COCCN1C(=O)/C(=C/c2ccc(Oc3ccc([N+](=O)[O-])cn3)c(OC)c2)SC1=Nc1ccccc1
→ 2%	6	19%	5	11%	-17	0.7	0.7	-7%
O=C(CNc1cccc2ccccc12)N/N=C/C(Br)=C/c1ccccc1
→ 4%[57.1 µM]	-1	-6%	5	5%	-2	0.1	0.3	3%
COC(=O)CC(c1ccc(C#N)cc1)n1c(C)ccc1C (stereo unspecified)
→ -1%	1	-8%	-5	1%	0	-1.7	-0.4	-6%
COc1ccc(CCNC(=O)c2ccc3c(c2)N=C(C)c2ccccc2S3)cc1OC
→ -2%	0	10%	-2	-8%	·	-3.1	-0.4	-16%
CCOC(=O)c1c(C)[nH]c(C(=O)OCC(=O)c2ccc(OC)cc2OC)c1C
→ -8%	0	-11%	10	0%	19	-0.1	1.9	-26%
CC1=C(C(=O)Nc2cc(-c3cccc(F)c3)[nH]n2)C2(CCCCC2)OC1=O
→ -1%	3	11%	0	0%	2	-1.2	2.0	-19%
Cc1ccc(NC(=S)N(Cc2cccc(Br)c2)CC2CCC(C(=O)O)CC2)cc1Cl (stereo unspecified)
→ 7%[57.1 µM]	-28	9%[57.1 µM]	-13	-7%	5	29	-0.1	1%
O=S(=O)(Cc1cc(NCc2ccccc2)nc(-c2ccncc2)n1)c1ccccc1
→ 8%	0	15%[57.1 µM]	2	-1%	-16	-1.3	-0.3	-10%
Cc1ccc(NC(=S)N(CCN2CCOCC2)Cc2ccccc2F)cc1
→ 4%[57.1 µM]	-2	5%[57.1 µM]	1	4%	-2	1.0	-1.2	-7%
O=C(NCc1ccc(Cl)cc1)c1cc2ccccc2oc1=O
→ 9%[57.1 µM]	-18	7%[57.1 µM]	3	24%	9	10	-1.7	-15%
CCOC(=O)c1nn(-c2ccc(F)cc2)c(=O)cc1OCC(=O)Nc1ccc(F)c(F)c1
→ 8%[57.1 µM]	-3	18%[57.1 µM]	-3	-10%	-7	-0.2	0.4	-11%
COc1cccc(Cn2c(=O)n(CC3CCC(C(=O)N4CCOCC4)CC3)c(=O)c3sccc32)c1 (stereo unspecified)
→ 4%[57.1 µM]	-2	14%[57.1 µM]	2	14%	·	·	-0.4	?
CC(=O)NC(Cc1cc(C)ccc1C)C(=O)N1CCN(C(=O)c2ccccc2Br)CC1 (stereo unspecified)
→ 8%	2	22%	-1	4%	-21	1.0	-0.2	-14%
O=[N+]([O-])c1ccc(-n2cccc2/C=N/Nc2nc(N3CCCCC3)nc(N3CCCCC3)n2)cc1
→ ·	·	·	4	·	-11	-3.6	-2.2	·
O=C(COC(=O)c1ccc(O)cc1O)NNC(=O)c1cccs1
→ 0%	-3	16%	7	1%	14	1.4	-0.2	-23%
CC(=O)NNc1nc(-c2ccccc2)c2cc(Br)ccc2n1
→ -5%	-6	-5%	-2	-1%	-9	0.5	0.4	-1%
C[C@@]12C(=O)Nc3ccccc3C(=O)N1[C@H]1c3cc(Br)ccc3OC[C@@H]1[C@@H]2c1ccccc1
→ 6%	0	17%	-2	-2%	3	0.5	0.3	-9%
Cc1cc(C)nc(NS(=O)(=O)c2ccc(Br)cc2)n1
→ -3%	4	11%	-4	0%	-8	1.0	-0.6	-12%
CN(c1ccccc1)C(c1ccc(F)cc1)c1nnnn1CC1CCCO1 (stereo unspecified)
→ -4%	2	-7%	-6	7%	-5	-0.5	0.0	-12%
COc1ccc(NS(=O)(=O)c2ccc(C)c(NC(=O)C3CCCO3)c2)cc1 (stereo unspecified)
→ -8%	6	-6%	-11	-10%	4	-1.0	-0.3	-15%

From PubChem
